MITF primary – human MITF inhibition, primary screen; O75030; AlphaScreen MITF homodimerization, bead proximity signal; inhibition, % at 2.6 µM; 650,000 compounds, 0.91% hits; in the data active = inhibition above about 50%;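 also: 0% = vehicle wells with protein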
Target sequence (O75030 whole entry, looked up): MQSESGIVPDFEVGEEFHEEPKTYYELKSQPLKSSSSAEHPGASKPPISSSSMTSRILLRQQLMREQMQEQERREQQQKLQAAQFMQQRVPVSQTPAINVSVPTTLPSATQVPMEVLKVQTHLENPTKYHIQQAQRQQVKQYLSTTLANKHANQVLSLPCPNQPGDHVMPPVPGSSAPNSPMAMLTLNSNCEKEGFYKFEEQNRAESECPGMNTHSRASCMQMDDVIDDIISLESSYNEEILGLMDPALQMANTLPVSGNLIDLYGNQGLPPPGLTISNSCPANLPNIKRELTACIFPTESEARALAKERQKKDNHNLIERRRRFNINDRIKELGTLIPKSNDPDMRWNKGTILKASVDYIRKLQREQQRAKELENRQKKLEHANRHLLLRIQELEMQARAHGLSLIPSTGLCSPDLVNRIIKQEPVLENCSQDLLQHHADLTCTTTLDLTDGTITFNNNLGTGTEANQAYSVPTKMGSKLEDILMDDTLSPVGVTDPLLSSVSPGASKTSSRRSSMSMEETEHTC
FBW7 activator – human FBW7 E3 ligase activation, primary screen. Q969H0. AlphaScreen FBW7–phospho-cyclin E peptide binding, activator screen. normalized activity (activation), % at 26.1 µM. 650,000 compounds, 0.13% hits. AID 1259310; in the data active = normalized activity above about 1.9%;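 also: purified mutant Fbw7 with reduced substrate affinity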
GPR151 activ – activators of human GPR151; activation, % at 11.2 µM; AID 1508602; Q8TDV0; 650,000 compounds, 1% hits; PathHunter beta-arrestin GPR151 cells, luminescence; in the data active = activation above about 4.9%;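 also: 0% = median of compound wells and 100% = cells with positive control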
Target sequence (Q8TDV0 whole entry, looked up): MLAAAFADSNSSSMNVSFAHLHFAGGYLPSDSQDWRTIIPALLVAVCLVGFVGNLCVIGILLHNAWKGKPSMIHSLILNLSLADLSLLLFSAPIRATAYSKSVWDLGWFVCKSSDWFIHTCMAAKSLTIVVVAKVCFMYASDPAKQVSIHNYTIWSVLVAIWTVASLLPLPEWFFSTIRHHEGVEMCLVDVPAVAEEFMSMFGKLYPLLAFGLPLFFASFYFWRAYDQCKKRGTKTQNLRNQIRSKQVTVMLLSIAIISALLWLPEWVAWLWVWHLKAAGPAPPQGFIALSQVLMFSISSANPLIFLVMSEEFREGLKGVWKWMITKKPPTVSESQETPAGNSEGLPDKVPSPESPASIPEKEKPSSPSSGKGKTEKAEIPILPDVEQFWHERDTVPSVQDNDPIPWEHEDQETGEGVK
TEAD-YAP block – TEAD-YAP interaction inhibition; HEK-TIYL cells, TEAD-Gal4/YAP UAS-luciferase luminescence; inhibition, % at 9.12 µM; 640,000 compounds, 1.4% hits; in the data active = inhibition above about 32%;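 also: 0% = median of test compound wells and 100% = reference inhibitor wells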
Numbers without * were called inactive.

Structure,MITF primary,FBW7 activator,GPR151 activ,TEAD-YAP block
Cc1ccc(-c2nc(CS(=O)CC(=O)NC3CCCc4ccccc43)c(C)o2)cc1 (configuration not stated),6,-0.1,-0.4,13
COc1ccc2nc(SCc3cnc(C)nc3N)[nH]c2c1,-12,-0.2,-1.1,3
COC(=O)C(C)n1c(=O)c2c(nc3n(-c4ccc(C)cc4)c(C)cn23)n(C)c1=O (configuration not stated),-3,0.1,-0.2,2
CCOC(=O)C1=C(C)N=c2s/c(=C3\C(=O)N(CC(N)=O)c4ccccc43)c(=O)n2C1c1ccccc1 (configuration not stated),-1,0.7,0.0,17
COc1ccc(CN2CCc3nc(SCc4nc(-c5cccc(C)c5)oc4C)[nH]c(=O)c3C2)cc1,0,0.1,3.1,7
CC1(O)CC(=O)C(C(=O)Nc2ccccc2)C(c2ccccc2)C1C(=O)Nc1ccccc1 (configuration not stated),-3,0.1,0.1,-3
N=C1S/C(=C\c2ccc(-c3ccccc3[N+](=O)[O-])o2)C(=O)N1c1ccc2c(c1)OCO2,3,-0.4,0.9,-1
CC1(c2ccccc2)NC(=O)N(CC(=O)Nc2ccc(OC(F)(F)F)cc2)C1=O (configuration not stated),2,0.7,-0.2,2
OC(COc1cccc2ccccc12)CN1CCNCC1 (configuration not stated),4,0.5,12*,14
Cc1cccn2c(=O)c(/C=N/NCCC#N)c(Sc3nc4ccccc4s3)nc12,-13,-0.1,0.0,2
CCC(C)CCCC(=O)N[C@@H](CCN)C(=O)N[C@H](C(=O)N[C@@H](CCN)C(=O)N[C@H]1CCNC(=O)[C@H]([C@@H](C)O)NC(=O)[C@H](CCN)NC(=O)[C@H](CCN)NC(=O)[C@H](CC(C)C)NC(=O)[C@@H](CC(C)C)NC(=O)[C@H](CCN)NC1=O)[C@@H](C)O (some centres not stated),-31,-0.2,-1.3,0
CC1=C(C(=O)OC(C)C)C(c2ccc3c(c2)OCO3)NC(=O)N1 (configuration not stated),0,-0.1,1.1,-2
Cc1cnc(-c2cccs2)nc1NCCc1ccc(O)cc1,5,0.1,-0.9,4
O=C1OC(c2ccc([N+](=O)[O-])cc2)=N/C1=C/c1ccc(F)cc1,-2,0.1,2.1,-2
COC(=O)CC1C(=O)NCCN1C(=S)NC(=O)c1ccc(-c2ccccc2)cc1 (configuration not stated),-2,0.2,0.3,-9
CCOc1ccc(-c2nnc3ccc(SCC(=O)Nc4ccccc4)nn23)cc1,6,0.0,1.4,2
O=C(CSc1ccc(Br)cc1)Nc1ccc2c(c1)OCCO2,15,0.1,-0.8,-28
COc1cc(NC(=O)COc2ccc(Br)cc2)ccc1NC(=O)c1cc2ccccc2o1,-15,-0.3,-0.9,-18
Cn1nnnc1SCC1=C(C(=O)O)N2C(=O)C(NC(=O)C(O)c3ccccc3)C2SC1 (configuration not stated),2,0.2,0.5,12
CC(=O)c1ccc(NC(=O)CSc2nc3ccc(NC(=O)CCc4ccccc4)cc3s2)cc1,5,0.1,0.9,-12
COCCCN1C(=O)c2ccc(C(=O)OC(C)C(=O)c3ccccc3)cc2C1=O (configuration not stated),13,0.4,-0.5,2
O=c1/c(=C/c2ccc(O)c(Cl)c2)sc2nc3ccccc3n12,-12,0.1,-0.6,53*
Cc1cc(C)n(CCC(=O)N2CCCC2c2nc(-c3ccncc3)n[nH]2)n1 (configuration not stated),-1,-0.2,0.5,-4
Cc1nccn1CCNC(=O)Cn1nnnc1CN1CCCCCC1,1,0.0,-2.0,1
CCOC(=O)N/N=C/c1nc2ccccc2[nH]1,-5,0.7,0.3,-35
Cc1ccc(NC(=O)C2C3C=CC4(O3)C2C(=O)N(Cc2ccc(Cl)cc2)C4C(=O)NC2CCCCC2)cc1 (configuration not stated),-4,0.0,-1.0,2
COc1ccc(Cl)cc1C(=O)NNC(=O)CCN1C(=O)c2cccc([N+](=O)[O-])c2C1=O,0,0.0,1.3,2
COc1ccc(O)cc1-c1nc2ccccc2nc1-c1ccccc1,20,0.0,-1.4,-3
O=C(Nc1ccccc1)OC1CCS(=O)(=O)C1 (configuration not stated),-6,0.0,0.8,-5
CCOC(=O)c1cn(CC(=O)Nc2ccccc2)nn1,4,0.1,1.6,5
O=C(COC(=O)c1cccnc1Cl)Nc1ccc2[nH]c(=O)[nH]c2c1,5,-0.1,1.1,-5
O=C(COc1ccccc1)Nc1ccccc1NC(=O)COc1ccccc1,-3,0.0,5.8*,14
Cc1ccc(O)c(C(=O)c2cnc3c(c2)CN(C)C(=O)N3)c1,0,-0.1,-0.2,16
Cc1ccc(N(CC(=O)NC2CCCCC2)C(=O)CCC(=O)Nc2ccccn2)cc1C,2,-0.2,-0.4,2
CCc1ccccc1NC(=O)CSc1nc2[nH]ncc2c(=O)n1-c1ccccc1Cl,-5,0.0,-1.2,20
COc1ccc(C(=O)C2CCCN(C(=O)CN3CCCCCC3)C2)cc1OC (configuration not stated),-4,0.0,0.4,5
Cn1c(=NC(=O)CN2C(=O)c3ccccc3C2=O)sc2cc(F)cc(F)c21,-5,0.3,0.3,11
CCN(CCCNC(=O)c1oc(=O)c2ccccc2c1-c1ccc(C)cc1)c1cccc(C)c1,-4,-0.2,2.1,-2
Cc1cc2nsnc2c(S(=O)(=O)N2CCN(C)CC2)c1C,7,-0.1,1.0,1
COc1ccc(S(=O)(=O)NC(C)C(=O)Nc2cccc(SC)c2)cc1 (configuration not stated),-10,0.0,1.7,3
Cc1ccc(CN2CCN3C(=O)[C@H](CCCCN)NC(=O)[C@H]3C2)cc1F,-11,-0.2,-2.3,-8
O=C(/C=C/c1ccc(Br)cc1)N1CCN(Cc2ccc3c(c2)OCO3)CC1,16,-0.1,2.2,0
COc1ccc(NC(=O)Cn2cnc3scc(-c4ccccc4)c3c2=O)c(OC)c1,13,0.0,1.1,13
CC(=O)Nc1ccc(/C(C)=N/NC(=O)CSc2ncccn2)cc1,18,0.1,-0.7,-9
Cc1ccc(NC(=O)N2CCN(C(=O)C3CCCO3)CC2)cc1 (configuration not stated),-1,0.0,-0.2,3
FC(F)(F)c1cccc(-c2cc(NCCCn3ccnc3)nc(-c3cccnc3)n2)c1,26,-0.6,-0.4,15
CCC(=O)c1ccc(OCc2ccc(C#N)cc2)cc1,15,0.3,-0.4,-51
CC1CC2(C)CC(C)C1(COC(=O)NC1CCCCC1)CO2 (configuration not stated),-13,0.0,-0.9,3
CCCCNC(=O)CCNC(=O)c1ccc(C(C)(C)C)cc1,1,0.1,-0.7,9
Cc1nc(=O)c(-c2ccccc2)c(C)n1-c1ccc(S(N)(=O)=O)cc1,10,-0.8,-0.2,6

Only FBW7 activator (seven entries from above):
smiles | FBW7 activator
CC1(c2ccccc2)NC(=O)N(CC(=O)Nc2ccc(OC(F)(F)F)cc2)C1=O (configuration not stated) | 0.7
OC(COc1cccc2ccccc12)CN1CCNCC1 (configuration not stated) | 0.5
Cc1cccn2c(=O)c(/C=N/NCCC#N)c(Sc3nc4ccccc4s3)nc12 | -0.1
CCC(C)CCCC(=O)N[C@@H](CCN)C(=O)N[C@H](C(=O)N[C@@H](CCN)C(=O)N[C@H]1CCNC(=O)[C@H]([C@@H](C)O)NC(=O)[C@H](CCN)NC(=O)[C@H](CCN)NC(=O)[C@H](CC(C)C)NC(=O)[C@@H](CC(C)C)NC(=O)[C@H](CCN)NC1=O)[C@@H](C)O (some centres not stated) | -0.2
CC1=C(C(=O)OC(C)C)C(c2ccc3c(c2)OCO3)NC(=O)N1 (configuration not stated) | -0.1
Cc1cnc(-c2cccs2)nc1NCCc1ccc(O)cc1 | 0.1
O=C1OC(c2ccc([N+](=O)[O-])cc2)=N/C1=C/c1ccc(F)cc1 | 0.1

Further entries
Structure,MITF primary,FBW7 activator,GPR151 activ,TEAD-YAP block
COc1cccc(OC)c1NC(=O)C1CCCN1C(=O)Nc1cccc(C(C)=O)c1 (configuration not stated),-2,0.1,-0.8,-2
COc1ccc(C2NC(=O)NC(C)=C2C(=O)OCCOC(C)C)cc1 (configuration not stated),10,0.9,0.9,-15
Cc1cc(C)c(NC(=O)CSc2ccc(C(=O)O)cn2)c(C)c1,1,0.0,0.1,-2
S=C(Nc1cccc2ccccc12)N1CCN(c2ncccn2)CC1,15,0.6,-0.8,-11
CCCN1C(=O)C(O)(C2COC(C)(C)CC2=O)c2ccccc21 (configuration not stated),1,0.1,3.5,8
CC(=O)NCCC(=O)OCC(=O)Nc1cc(S(=O)(=O)N2CCCCC2)ccc1Cl,11,0.0,-0.6,-3
c1cc(C23CC4CC(CC(C4)C2)C3)ccc1OCCN1CCCCC1,1,-0.2,0.2,-3
COc1ccc(CNC(=O)c2cnn3c2NC(c2ccco2)CC3C(F)(F)F)cc1 (configuration not stated),5,0.0,-1.6,-8
CC(C)c1ccc(C(=O)CSc2nc3ccccc3c(=O)[nH]2)cc1,0,0.0,1.7,-3
CCCCCNC(=O)NCc1cccc(CNC(=O)NCCCCC)c1,7,-0.1,0.3,1
Cc1ccc(C)n1-c1ccc(C(=O)O)cc1,-11,-1.0,-0.4,5
O=C(Nc1oc2ccccc2c(=O)c1CN1CCCCC1)C(Cl)(Cl)Cl,-4,-0.2,-0.4,7
CN(Cc1ccccc1Cl)C(=O)Cn1nnnc1CN1CCCCCC1,-3,0.3,0.9,-19
Cc1nc2ccc3nc(NC(=O)c4ccc(N5C(=O)CCC5=O)cc4)sc3c2s1,6,0.0,3.4,1
CC(C)CN1C(=O)c2ccccc2C(C(=O)NCCN2CCOCC2)C1c1cccs1 (configuration not stated),-2,-0.1,0.8,1
COC(=O)C1(C(F)(F)F)N=C(N2CCCCC2)OC(N2CCCCC2)=N1,-13,0.1,0.9,-8
CCOC(=O)N1CCC(N2Cc3cccc(C(=O)Nc4c(C)cccc4CC)c3C2=O)CC1,7,0.6,0.0,19
CCC(C)NCCCOc1ccccc1OC(C)C (configuration not stated),30,-0.1,0.0,-1
O=C(Oc1ccc(C(=S)N2CCOCC2)cc1)c1cccc2ccccc12,10,-0.5,1.2,3
COc1ccc(C2C(C(=O)Nc3ccc(F)cc3F)CCC(=O)N2c2ccc(OC)cc2)cc1 (configuration not stated),-9,0.0,0.8,-1
Cc1ccsc1/C=N/Nc1ccc(C(=O)O)cc1,1,-0.1,-6.4,49*
CCCCN(CC)C(=O)Cn1ncc2c1-c1cc(C)ccc1OC2,-5,0.1,-0.5,-1
Cc1ccc(C(=O)N/N=C/c2cc3c(cc2Br)OCO3)o1,-3,0.2,-1.0,-54
Cc1ccc(Nc2nc(COC(=O)c3ccc([N+](=O)[O-])o3)cs2)cc1,10,-0.2,0.2,-19
CCOC(=O)C1=C(OCc2cccc(Br)c2)C(=O)NCC1,-3,0.0,2.3,-3

Some of these compounds in order of length of the SMILES, ascending:
Structure,MITF primary,FBW7 activator,GPR151 activ,TEAD-YAP block
COC(=O)C1(C(F)(F)F)N=C(N2CCCCC2)OC(N2CCCCC2)=N1,-13,0.1,0.9,-8
Cc1ccc(Nc2nc(COC(=O)c3ccc([N+](=O)[O-])o3)cs2)cc1,10,-0.2,0.2,-19
Cc1nc2ccc3nc(NC(=O)c4ccc(N5C(=O)CCC5=O)cc4)sc3c2s1,6,0.0,3.4,1

(next part)
Structure,MITF primary,FBW7 activator,GPR151 activ,TEAD-YAP block
COc1ccc(C(C)NCc2cccs2)cc1 (configuration not stated),5,0.0,0.3,6
O=C(C1CCC(CNc2c(N3CCCC3)c(=O)c2=O)CC1)N1CCc2ccccc21 (configuration not stated),11,-0.1,5.3*,-1
Cc1nn(-c2ccc([N+](=O)[O-])cc2)c(C)c1[N+](=O)[O-],17,-0.2,-0.7,9
CN(Cc1ccc2nsnc2c1)Cc1nc(-c2cnccn2)no1,8,-0.1,0.1,-2
COc1ccc(CN2CCN(Cc3ccc(C)cc3)CC2)c(OC)c1,79*,-0.6,-1.3,-15
Cn1c(-c2cccc(Br)c2)cnc1NCc1ccccc1O,38,-0.1,-1.1,-3
O=C(c1ccc(N2CCOCC2)cc1)N1CCC[C@@H]2CN(C/C=C/c3ccccc3)CC[C@H]21,-5,0.0,-0.1,-10
CCCCOc1ccc(/C=c2\sc3nc(-c4ccc(C)cc4)nn3c2=O)cc1,0,0.2,-0.7,-7
CCOc1cccc2sc(NC(=O)Cc3ccc(OC)c(C)c3)nc12,1,0.3,0.2,3
Cc1nc2nc(SCc3c(F)cccc3Cl)nn2c(C)c1Cc1c(F)cccc1Cl,-4,-0.1,0.4,-5
CC(=O)C1=C(C)NC(SCSc2ccccc2)=C(C#N)C1c1cccnc1 (configuration not stated),2,0.0,-0.1,-10
COc1ccc(-c2cc(C(N)=O)ccn2)cn1,3,0.0,0.7,9
Brc1ccccc1OCCCCn1ccnc1,17,0.3,-0.7,-11
O=C(CNC(=O)C12CC3CC(CC(C3)C1)C2)N/N=C\c1cccs1,-10,-0.1,-0.9,-7
